# Growth percent in the NCI-60 one-dose screen (48 h, 10 µM unless noted): 100 = growth as untreated, 0 = no growth, -100 = all killed.
# DU-145 – DU-145 prostate cancer | 81,000 tested, 4.2% active | AID 1794760
# OVCAR-8 – OVCAR-8 ovarian cancer; 81,000 tested, 4.4% active
# OVCAR-5 – OVCAR-5 ovarian cancer | 82,000 tested, 2.9% active | AID 1794783
# OVCAR-4 – OVCAR-4 ovarian cancer cells; 80,000 tested, 3.7% active
# OVCAR-3 – OVCAR-3 ovarian cancer; 79,000 tested, 7% active; AID 1794787
# KM12 – KM12 colon cancer cells; 82,000 tested, 5% active
# PC-3 – PC-3 prostate cancer cells; AID 1794754; 80,000 tested, 3.9% active
# SW-620 – SW-620 colon cancer; AID 1794795; 82,000 tested, 5.2% active
# HCC-2998 – HCC-2998 colon cancer. AID 1794799. 79,000 tested, 4.7% active
# * marks the source's active call; other numbers are inactive results; · = not tested or not shown; & = joins results of further samples. The calls were made as follows: active = growth percent below 10; inactive = the rest.
1: CCOC(=O)C1CCCCN1c1ccc(N2C[C@H](CNC(=O)c3ccc(Cl)s3)OC2=O)cc1 (stereo partly drawn)
2: CCOC(=O)c1cc(OCC)c(OCC)c(OCC)c1N
3: CCCCN1C(=O)/C(=c2\sc3n(c2=O)C2C(NN=3)N(CCC)C(=O)N2CCC)c2ccccc21 (stereo not drawn)
4: O=c1c2cc(F)ccc2sc2c(NCCN3CCCC3)nc3ccccc3c12
5: Cc1ccccc1N=Nc1ccc(N=Nc2cc(S(=O)(=O)O)c3ccccc3c2O)c(C)c1
6: Nc1cccc(=O)[nH]1

entry no.	1	2	3	4	5	6
DU-145	99	113	89	46	108	100
OVCAR-8	98	98	74	63	104	116
OVCAR-5	95	101	87	72	110	110
OVCAR-4	57	86	87	54	114	108
OVCAR-3	101	106	89	49	109	114
KM12	91	104	88	39	102	119
PC-3	95	97	81	61	99	101
SW-620	100	105	98	19	93	99
HCC-2998	111	107	94	31	99	113

7: Cc1ccc(C)c2c1CCC(C)C2O (stereo not drawn)
8: Nc1ccn(Cc2nnc(CCC(=O)c3nc4ccccc4[nH]3)o2)c(=O)n1
9: ClC1CC/C=C\CC/C=C/CCC1Cl (stereo not drawn)
10: CC(C)(CCl)c1ccccc1
11: COc1ccccc1C(C#N)N1CCCN(C(C#N)c2ccccc2OC)C1c1cc(Cl)cc(Cl)c1O (stereo not drawn)
12: Cc1cn2c(/C=C3/C(=O)Nc4c3ccc3ccccc43)c(C(F)(F)F)nc2s1

entry no.	7	8	9	10	11	12
DU-145	111	98	109	103	119	4.1*
OVCAR-8	108	88	105	99	92	28
OVCAR-5	108	98	99	98	111	43
OVCAR-4	101	·	96	116	100	51
OVCAR-3	107	102	114	81	114	-1.8*
KM12	102	84	110	108	110	15
PC-3	86	77	99	98	96	·
SW-620	110	83	98	109	107	18
HCC-2998	113	80	120	110	112	47

13: O=S(=O)(Nc1ccc(Cl)nn1)c1ccc(NC(=S)Nc2ccccc2)cc1
14: OCCc1nc2ccccc2[nH]1
15: COc1ccc(C(=O)c2sc3nc4c(cc3c2N)CCCC4)cc1OC
16: Clc1ccc(-c2ccnc(N3CCNCC3)n2)cc1
17: COc1ccc2c(c1)O/C(=C\c1ccccc1O)C2=O
18: NC(=O)[C@@H]1Cc2ccccc2CN1C(=O)c1ccc2c(c1)Cc1ccccc1-2

entry no.	13	14	15	16	17	18
DU-145	105	115	62	100	106	86
OVCAR-8	105	101	43	90	99	75
OVCAR-5	105	107	87	86	101	99
OVCAR-4	110	116	61	95	88	85
OVCAR-3	104	105	21	98	110	86
KM12	100	99	27	101	105	89
PC-3	90	85	51	81	104	62
SW-620	96	106	35	98	103	110
HCC-2998	106	102	109	95	110	99

19: O=C(Nc1cccc2cccnc12)c1cc(C(=O)c2ccc(Cl)cc2)n2c1ccc1c3ncccc3ccc12
20: CSc1nc(/N=C/c2ccccc2)c2c(-c3ccccc3)c(-c3ccccc3)oc2n1
21: O=C(Cn1c(=O)[nH]c2ccccc2c1=O)NCC(=O)N/N=C/c1ccco1
22: CCCS(=O)(=O)Oc1cc2oc(=O)c3c(c2cc1OC)CCCCC3
23: CCOC(=O)c1c(C)nc2c(c1N)CC(=O)N2CCc1ccc(OC)c(OC)c1
24: Cc1cnc(SCc2ccc(Cl)cc2)nc1Nc1ccc(Cl)cc1Cl

entry no.	19	20	21	22	23	24
DU-145	98	107	107	86	108	109
OVCAR-8	94	99	102	87	96	100
OVCAR-5	93	94	96	68	98	108
OVCAR-4	·	104	96	84	91	95
OVCAR-3	104	112	111	98	99	110
KM12	103	110	107	79	84	99
PC-3	90	107	99	57	77	93
SW-620	94	106	·	104	100	98
HCC-2998	96	104	107	105	105	101

25: Clc1ccc(COc2ccc(Nc3ncnc4c3sc3ncccc34)cc2)cc1Cl
26: CCN(CC)C(C)(O)CN (stereo not drawn)
27: O=C(OCC(O)C(O)C(O)C(SCc1ccccc1)SCc1ccccc1)c1ccccc1 (stereo not drawn)
28: COC(=O)[C@]12CC[C@@H](C)[C@H](C)[C@@H]1C1=CC[C@@H]3[C@@]4(C)C(C#N)=CC(C)=C4CC[C@@]3(C)[C@]1(C)CC2
29: COc1ccccc1Nc1nnc(-c2ccccc2O)o1
30: CCCN1C2CCC1/C(=C\c1ccc(OC)cc1)C(=O)/C2=C/c1ccc(OC)cc1

entry no.	25	26	27	28	29	30
DU-145	108	110	111	99	106	90
OVCAR-8	99	106	107	103	101	73
OVCAR-5	115	106	110	92	101	93
OVCAR-4	108	126	92	88	103	73
OVCAR-3	111	117	115	89	109	82
KM12	102	111	108	85	95	74
PC-3	91	94	92	69	93	64
SW-620	101	101	108	87	98	90
HCC-2998	101	111	91	80	107	92

31: CCCCOC(=O)c1ccc(C(C)C)cc1
32: COc1ccc(Cl)cc1[N+](=O)[O-]
33: Nc1nc(C(=O)N/N=C/c2ccc(N3CCOCC3)cc2)nn1-c1ccc(S(N)(=O)=O)cc1
34: COC(=O)C(Br)(C(=O)OC)C(Br)C(Br)C(Br)c1ccccc1 (stereo not drawn)
35: CCc1ccc(Nc2ncnc3c2cnn3-c2cccc(F)c2)cc1
36: CCCCOc1ccc(/C=C2/SC(N3CCCC3)=NC2=O)cc1

entry no.	31	32	33	34	35	36
DU-145	106	113	105	89	109	81
OVCAR-8	106	97	101	73	97	100
OVCAR-5	102	112	114	126	103	90
OVCAR-4	102	100	100	84	109	81
OVCAR-3	106	113	104	-37*	107	106
KM12	104	102	103	90	104	99
PC-3	85	74	101	93	102	89
SW-620	111	103	100	-79*	103	100
HCC-2998	107	101	104	98	101	109

# One compound at a time, from the list above. Order of values: DU-145, OVCAR-8, OVCAR-5, OVCAR-4, OVCAR-3, KM12, PC-3, SW-620, HCC-2998
# `CCc1ccc(Nc2ncnc3c2cnn3-c2cccc(F)c2)cc1` as listed: 109, 97, 103, 109, 107, 104, 102, 103, 101
# `Nc1nc(C(=O)N/N=C/c2ccc(N3CCOCC3)cc2)nn1-c1ccc(S(N)(=O)=O)cc1` as listed: 105, 101, 114, 100, 104, 103, 101, 100, 104
# `CCCCOc1ccc(/C=C2/SC(N3CCCC3)=NC2=O)cc1` as listed: 81, 100, 90, 81, 106, 99, 89, 100, 109
# `COC(=O)C(Br)(C(=O)OC)C(Br)C(Br)C(Br)c1ccccc1` (stereo not drawn) as listed: 89, 73, 126, 84, -37*, 90, 93, -79*, 98
# `COc1ccc(Cl)cc1[N+](=O)[O-]` as listed: 113, 97, 112, 100, 113, 102, 74, 103, 101

# The listing continues:
37: Cc1ccccc1N1CCN(C(=S)c2ccc3c(c2)OCO3)CC1
38: Cc1cc(O)c(C(C)C)cc1N=O
39: CCCCOC(=O)c1ccc(NC(=O)CCN2CCOCC2)cc1
40: Nc1nn(C(=O)c2cccnc2)cc1-c1ccc(Cl)cc1
41: CC(=O)NC(Cc1cnc[nH]1)C(=O)O (stereo not drawn)
42: Cc1ccccc1CCO

entry no.	37	38	39	40	41	42
DU-145	114	104&108	96	127	110	111
OVCAR-8	92	92&102	89	·	103	100
OVCAR-5	105	108&101	103	92	97	96
OVCAR-4	109	111&109	88	107	105	106
OVCAR-3	108	89&109	84	144	103	106
KM12	98	110&109	95	121	111	109
PC-3	85	98&109	84	94	98	98
SW-620	102	104&123	95	105	105	95
HCC-2998	93	102&98	92	94	104	93

# Overlap with the part before: 2 entries, then new ones.
41: CC(=O)NC(Cc1cnc[nH]1)C(=O)O (stereo not drawn)
42: Cc1ccccc1CCO
43: CC(C)C[C@H](C(=O)O)N(C)C(=O)[C@@H]1CCCN1C(=O)[C@H](C)OC(=O)[C@H](CCC(N)=O)NC(=O)[C@@H]1CCC(=O)N1
44: FC(F)(F)c1ccc(-c2cnc(Cl)nc2NCc2cc(C(F)(F)F)cc(C(F)(F)F)c2)cc1
45: CCCCCC(=O)OC1CCC(C(C)(C)C)CC1 (stereo not drawn)
46: CCOC(=O)N1CCC2(CC1)NC(=O)c1ccccc1N2
47: C=C1c2c(Cl)ccc(O)c2C(O)=C2C(=O)C3(O)C(O)=C(C(N)=O)C(=O)C(N(C)C)C3C(O)C12 (stereo not drawn)
48: COc1ccc2c(c1)C(Sc1ccc(F)cc1)c1c(nc(N)c(C#N)c1N)O2 (stereo not drawn)

entry no.	41	42	43	44	45	46	47	48
DU-145	110	111	106	19	62	126	72	99
OVCAR-8	103	100	103	16	112	107	75	90
OVCAR-5	97	96	100	35	101	112	92	122
OVCAR-4	105	106	87	19	98	101	85	98
OVCAR-3	103	106	103	3.9*	109	115	71	128
KM12	111	109	100	13	108	98	85	85
PC-3	98	98	97	4.9*	100	98	77	55
SW-620	105	95	106	17	105	104	78	85
HCC-2998	104	93	108	·	105	100	70	114

49: c1ccc(Nc2cccs2)nc1
50: NC(N)=N/N=C(/N=Nc1ccccc1)c1cccc2cccnc12
51: COc1cc(-c2nn(-c3ccc(NC(=O)c4ccc(Cl)c(C(F)(F)F)c4)cc3)cc2-c2ccncc2)ccc1Cl
52: COCCOc1cc2ncnc(N3CCN(S(=O)(=O)c4ccccc4Cl)CC3)c2cc1OCCOC
53: CCCCOc1ncnc2nc[nH]c12
54: S=C(Nc1ccccc1)N1CCCCC1

entry no.	49	50	51	52	53	54
DU-145	103	104	45	91	·	·
OVCAR-8	107	90	49	94	99	99
OVCAR-5	89	100	56	102	103	90
OVCAR-4	119	78	46	102	102	111
OVCAR-3	116	103	29	92	·	110
KM12	119	93	·	70	·	105
PC-3	97	70	2.4*	71	107	96
SW-620	107	94	6.2*	80	108	106
HCC-2998	107	99	32	80	111	101

55: NNC(=O)c1ccccc1Cl
56: N#CCc1ccc(N(CCO)CCO)cc1
57: CC(/C=C/c1ccc(Br)cc1)=N\OCC(N)=O
58: COc1c(O)cc2oc3cc(O[C@H]4OC[C@H](O)C(O)C4O)c(CC=C(C)C)c(O)c3c(=O)c2c1CC=C(C)C (stereo partly drawn)
59: CC1(C2OCCO2)OCCO1
60: CCN(CC)CCNc1ncnc2[nH]ncc12

entry no.	55	56	57	58	59	60
DU-145	105	·	106	94	108	111
OVCAR-8	103	101	93	93	110	103
OVCAR-5	103	101	118	118	107	111
OVCAR-4	101	109	105	105	113	98
OVCAR-3	104	·	102	88	104	109
KM12	103	·	98	85	99	109
PC-3	101	96	94	90	101	87
SW-620	106	102	104	110	107	106
HCC-2998	·	105	103	93	110	105

61: [2H]C([2H])([2H])Oc1cccc(/C=C/C(=O)/C=C(/C=C/c2cccc(OC([2H])([2H])[2H])c2OC([2H])([2H])[2H])OB(F)F)c1OC([2H])([2H])[2H]
62: CC(=O)OC1COC(NC(=O)N(CCCl)N=O)C(OC(C)=O)C1OC(C)=O (stereo not drawn)
63: N#Cc1c(-c2cccc(Cl)c2)cc(-c2ccccn2)[nH]c1=O
64: COc1ccc(-c2nn(C(=O)NCCN(C)C)cc2-c2ccncc2)cc1Cl
65: CSc1nc2ccc(C)cc2cc1/C=C1/C=C(c2ccccc2)NC1=O
66: NC(=O)C(=O)c1ccccc1
67: O=C(CN1CCn2c(nnc2C(F)(F)F)C1)Nc1nc2ccc(F)cc2s1
68: COc1ccc(Oc2nc(Nc3ccc(N4CCOCC4)cc3)ncc2NC(=O)c2ccc(OC)c(OC)c2)cc1
69: CC(=O)C(C(=O)CC(C)C)C(C)C (stereo not drawn)

entry no.	61	62	63	64	65	66	67	68	69
DU-145	88	122	101	78	47	106	104	114	101
OVCAR-8	21	103	91	20	55	94	102	104	101
OVCAR-5	106	93	108	77	64	112	105	123	95
OVCAR-4	71	116	102	58	-52*	97	111	113	95
OVCAR-3	39	127	90	51	6.2*	106	107	118	120
KM12	92	110	102	43	70	116	102	104	110
PC-3	74	103	92	64	68	97	93	99	97
SW-620	47	84	102	30	35	102	102	103	95
HCC-2998	122	115	105	76	83	120	111	114	99
